ZTA DNA inh – ZTA (EBV) inhibition in EBNA-1 counter-screen | P03206 | ZTA-DNA binding, fluorescence polarization | inhibition, % at 11 µM | actives 0.15% (n = 320,000) | AID 2234; in the data active = inhibition above about 33%
Target sequence (P03206 whole entry, looked up): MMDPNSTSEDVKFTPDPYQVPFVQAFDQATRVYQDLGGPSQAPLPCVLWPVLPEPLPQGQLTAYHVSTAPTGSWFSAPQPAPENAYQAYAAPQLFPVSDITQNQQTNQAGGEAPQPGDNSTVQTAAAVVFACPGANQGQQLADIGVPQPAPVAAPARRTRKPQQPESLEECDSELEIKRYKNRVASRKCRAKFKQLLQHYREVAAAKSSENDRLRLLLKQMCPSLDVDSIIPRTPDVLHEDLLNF
PP1 counter – counter-screen for PP5 inhibitors: inhibitors of human PP1-alpha | inhibition, % at 6.7 µM | purified PP1alpha, OMFP fluorescence | AID 2235 | actives 0.9% (n = 320,000) | P62136;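 active = inhibition above the mean inhibition of all tested compounds plus 3 SD, computed separately for each screening campaign, cut at about 15% in these data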
Target sequence (P62136 whole entry, looked up): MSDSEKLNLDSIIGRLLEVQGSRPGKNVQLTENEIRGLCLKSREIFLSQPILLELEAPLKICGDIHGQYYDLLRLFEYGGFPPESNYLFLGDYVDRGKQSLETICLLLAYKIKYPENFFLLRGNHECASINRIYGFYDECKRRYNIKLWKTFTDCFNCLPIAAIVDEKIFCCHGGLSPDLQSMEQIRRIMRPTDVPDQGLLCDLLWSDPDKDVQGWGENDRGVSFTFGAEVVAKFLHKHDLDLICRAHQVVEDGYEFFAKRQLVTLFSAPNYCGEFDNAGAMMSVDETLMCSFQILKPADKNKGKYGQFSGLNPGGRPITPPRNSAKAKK
core dimer inh – blocks dimerization of HCV core protein. TR-FRET GST/Flag-core106 dimerization, 1536-well. inhibition, % at 5 µM. actives 0.33% (n = 300,000). AID 1899;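 active = inhibition above the mean of all tested compounds plus 3 SD, set per screening campaign, cut at about 45% in these data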
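Assay system – GST-tagged and Flag-tagged HCV core protein residues 1-106 · Quantity – core106 proteins, GST 13.5 nM and Flag 17 nM · Benchmarks – unlabelled core106 and no-GST-core106 wells · Read-out basis – percent inhibition of core106 dimerization signal · Detection – time-resolved FRET, ex 340 nm, em 617 and 671 nm · Schedule – 4 h at 22.5 °C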
CTSL1 counter – counter-screen for PFM18AAP inhibitors: inhibitors of F. hepatica cathepsin L1; recombinant F. hepatica cathepsin L1, Z-Leu-Arg-MCA fluorescence; inhibition, % at 5.96 µM; actives 0.49% (n = 300,000); AID 1906;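 active = inhibition above the mean of all tested compounds plus 3 SD, set per screening campaign, cut at about 17% in these data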;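 also: 0% = plate median of test compound wells and 100% = 1 µM Z-Phe-Ala-diazomethylketone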
PREPL inhibitor – inhibitors of human prolyl oligopeptidase-like enzyme PREPL; Q4J6C6; recombinant PREPL, fluorescence polarization activity-based probe; inhibition, % at 5.96 µM; actives 0.68% (n = 320,000); AID 2751; in the data active = inhibition above about 43%;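 also: 0% = enzyme with DMSO and 100% = wells lacking enzyme; many of its hits are not listed in these tables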
EBNA-1 inhibitor – blocks EBNA-1 binding to DNA; EBNA-1 DNA binding, fluorescence polarization; inhibition, % at 14.8 µM; actives 0.34% (n = 300,000); AID 1950; in the data active = inhibition above about 28%
Efflux pump mplx – antifungal efflux pump inhibition, Nile Red retention | S. cerevisiae Candida pump triplex | inhibition, % at 10 µM | actives 0.44% (n = 330,000) | AID 485275;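 active = plate passing quality check with inhibition over a set limit, or well fluorescence over plate mean plus 4 SD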;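 also: Nile Red retained in pooled yeast measured as flow cytometry median fluorescence; 0% = buffer negative control and 100% = Enniatin B positive control; higher means more Nile Red kept so more efflux inhibition; some compounds called inactive have numbers as strong as hits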
PP5 primary – blocks human protein phosphatase 5 activity | P53041 | purified PP5c, OMFP substrate fluorescence | inhibition, % at 6.7 µM | actives 0.18% (n = 320,000) | AID 1987;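 active = inhibition above the campaign's mean inhibition across all tested compounds plus 3 SD, cut at about 9.5% in these data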;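 also: 0% = DMSO only and 100% = 100 µM cantharidin control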
Target sequence (P53041 whole entry, looked up): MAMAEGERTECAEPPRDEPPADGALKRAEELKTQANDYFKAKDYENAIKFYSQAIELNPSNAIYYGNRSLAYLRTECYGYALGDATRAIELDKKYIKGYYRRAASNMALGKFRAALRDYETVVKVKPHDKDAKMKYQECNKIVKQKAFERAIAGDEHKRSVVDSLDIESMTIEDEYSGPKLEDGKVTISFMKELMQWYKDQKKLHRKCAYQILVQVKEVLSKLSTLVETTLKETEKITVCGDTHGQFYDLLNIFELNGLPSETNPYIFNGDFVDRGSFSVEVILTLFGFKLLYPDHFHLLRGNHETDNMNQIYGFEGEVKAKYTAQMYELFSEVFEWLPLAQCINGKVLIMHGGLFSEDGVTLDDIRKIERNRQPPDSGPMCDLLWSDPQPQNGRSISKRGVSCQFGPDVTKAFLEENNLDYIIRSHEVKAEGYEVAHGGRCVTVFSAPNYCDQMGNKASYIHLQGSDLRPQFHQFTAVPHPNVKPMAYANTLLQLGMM
TPT1 inhibitor – inhibitors of Candida albicans tRNA 2'-phosphotransferase TPT1 | actives 0.81% (n = 300,000) | AID 1962 | recombinant caTPT1, FP RNA substrate dephosphorylation | inhibition, % at 5 µM;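 active = inhibition above the mean of all tested compounds plus 3 SD, set per screening campaign, cut at about 24% in these data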;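 also: plate controls were DMSO alone for no effect and ferristatin control at 100 nM for full effect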
* = called active by the depositor; . = no result given. A portion of the library; rates above refer to the full screens.

Compound | PREPL inhibitor | ZTA DNA inh | PP5 primary | PP1 counter | EBNA-1 inhibitor | Efflux pump mplx | core dimer inh | CTSL1 counter | TPT1 inhibitor
Cc1cc(C)c2sc(N(CCCN(C)C)C(=O)COc3ccc(Cl)cc3)nc2c1 | -47.5 | -2.1 | 4.9 | 6.7 | -10.2 | 0.0 | -11.8 | -0.6 | -3.6
C[C@H](NC(=O)c1nc[nH]c1C(=O)NCc1ccc(CNC(=O)OC(C)(C)C)cc1)c1ccccc1 | -7.2 | -2.8 | 4.8 | 2.8 | . | 0.4 | . | . | .
COc1cccc(NC(=O)C2CC2)c1 | 0.2 | 16.8 | 0.0 | -0.5 | 17.0 | 0.0 | 0.4 | -4.0 | 0.8
CC(=O)Nc1ccc(S(=O)(=O)c2ccc(N)cc2)cc1N | 2.4 | -9.6 | 1.1 | -1.0 | -5.8 | -0.1 | 0.7 | 0.9 | -3.8
Cn1c(=O)c2nc(NCc3ccccc3)cnc2n(C)c1=O | 8.4 | 13.3 | 0.1 | -1.2 | 11.9 | 0.0 | 0.6 | 7.2 | -2.6
COC(=O)[C@@H](NC(=O)Nc1cccc(OC)c1)C(C)C | 5.4 | -6.8 | 2.0 | 0.2 | 6.1 | -2.6 | -0.8 | 2.6 | -0.1
O=C(COc1ccc(F)cc1)Nc1nc(-c2ccccn2)cs1 | -2.7 | -6.2 | 4.9 | 26.7* | -0.8 | 0.0 | 6.0 | -1.2 | 3.0
COc1ccc(-c2nc3ccccc3c(=O)o2)cc1OC | -4.3 | 7.0 | 1.4 | -2.6 | 7.2 | -0.2 | 8.3 | 2.0 | 0.7
CN(Cc1ccccc1)C(=O)CSc1nnc(-c2ccco2)n1-c1ccccc1 | 0.0 | -6.0 | -1.2 | 6.6 | -7.2 | -0.3 | 5.2 | 9.8 | -2.1
CC(C)n1c(NCc2cc(Cl)ccc2O)nc2ccccc21 | -0.5 | 6.3 | 6.5 | 0.0 | -5.4 | 0.0 | -0.5 | -1.7 | 0.9
CC(C)C1Nc2ccc(C(=O)N3CCN(c4ccccn4)CC3)cc2NC1=O (stereo not given) | 7.7 | 3.2 | 0.0 | -1.0 | -21.6 | 0.0 | -8.4 | -0.6 | 2.3
O=C(CSC(=S)N1CCCCC1)Nc1ncc2c(n1)CCCC2=O | -6.7 | 5.7 | 0.2 | 0.2 | -7.2 | 0.0 | 1.5 | -6.1 | 1.5
CCN1CCN(S(=O)(=O)c2ccc(Cl)c(C(=O)N(C)Cc3cccc(Cl)c3Cl)c2)CC1 | 55.2* | -6.2 | -0.1 | -4.2 | 7.6 | 0.1 | 2.7 | 2.1 | 1.1
C/C(=N\Nc1ccc2nncn2n1)c1cccs1 | -2.0 | 10.7 | 1.6 | -3.5 | 3.5 | 0.0 | 2.1 | 14.9 | -1.5
CN(c1ccccc1C(=O)Nc1ccc2c(c1)OCO2)S(C)(=O)=O | 6.1 | 2.6 | 0.7 | -0.4 | 10.1 | 0.0 | 3.1 | -0.4 | -2.7
Cc1ccccc1CN1CCN(Cc2cc(=O)c3ccccc3[nH]2)CC1CCO (stereo not given) | -1.2 | -6.4 | 0.7 | 2.1 | -11.0 | 0.1 | -35.2 | 2.7 | -2.9
C[n+]1c(/C=C/c2ccc(O)cc2)ccc2ccccc21 | 9.4 | -16.7 | 2.8 | 6.2 | 9.7 | 0.3 | -7.8 | 0.8 | 19.4
CCCn1c(SCC(=O)NC(C)c2ccccc2)n[nH]c1=O (stereo not given) | 0.6 | -14.4 | 2.9 | -0.1 | -2.7 | -0.1 | -2.8 | 1.5 | 0.8
CC(=O)N1c2ccc(S(=O)(=O)N3CCCCC3)cc2CC1C(=O)Nc1ccc(C)cc1 (stereo not given) | -2.2 | 11.2 | 2.1 | -1.3 | 3.7 | -0.3 | 3.7 | -1.7 | -2.9
Cc1occc1C(=O)NCc1cccc(CNC(=O)c2ccoc2C)c1 | -11.3 | 10.8 | -3.7 | 1.0 | -7.4 | 0.3* | 11.7 | -1.5 | 1.7

Efflux pump mplx, what is marked active above
Compound,PREPL inhibitor,PP5 primary,EBNA-1 inhibitor,Efflux pump mplx,core dimer inh,TPT1 inhibitor
Cc1occc1C(=O)NCc1cccc(CNC(=O)c2ccoc2C)c1,-11.3,-3.7,-7.4,0.3*,11.7,1.7

A few values from the entries so far.
For PP1 counter, `O=C(CSC(=S)N1CCCCC1)Nc1ncc2c(n1)CCCC2=O` reads 0.2
For EBNA-1 inhibitor, `CCCn1c(SCC(=O)NC(C)c2ccccc2)n[nH]c1=O` (stereo not given) reads -2.7

Going on with the list.
Compound | PREPL inhibitor | ZTA DNA inh | PP5 primary | PP1 counter | EBNA-1 inhibitor | Efflux pump mplx | core dimer inh | CTSL1 counter | TPT1 inhibitor
Cc1ccc(/C=N/NC(=O)c2cc(C)oc2C)cc1 | 4.3 | 4.1 | -1.2 | 0.3 | 8.3 | -0.1 | -1.1 | -1.7 | -1.9
CCOC(=O)c1ccc2nc(C)cc(Nc3cccc(C(=O)O)c3)c2c1 | 0.6 | 2.5 | -1.0 | 1.8 | 1.9 | -0.1 | -3.2 | -2.5 | 6.0
COc1ccc(-c2cc(C(F)F)n3ncc(C(=O)N4CCN(C(=O)c5ccco5)CC4)c3n2)cc1 | 0.7 | -16.1 | 4.2 | 1.8 | -4.8 | 0.8* | -11.2 | -0.6 | -2.3
O=C(CSc1nnc(Cc2cc(=O)[nH]c(=O)[nH]2)n1-c1ccccc1)N1CCCc2ccccc21 | 6.3 | -17.7 | 5.1 | -2.9 | -6.6 | 0.5 | -3.9 | -3.5 | 1.1
Cc1ccc2c(c1C)NC(C(=O)O)C1CC=CC21 (stereo not given) | 20.3 | 4.6 | 1.7 | 9.3 | 10.1 | 0.1 | 71.0* | -4.1 | 26.0*
CCOP(=O)(c1ccc(N(C)C)cc1)C(O)c1cc(OC)c(OC)c(OC)c1 (stereo not given) | 0.2 | -5.7 | 0.5 | 4.9 | 8.3 | 0.0 | 3.6 | 2.1 | -0.9
CC1CN(S(=O)(=O)c2ccc(C(=O)NN3CCN(C)CC3)cc2)CC(C)O1 (stereo not given) | 6.5 | 4.0 | 3.8 | 0.9 | 3.0 | -0.1 | 2.5 | -1.7 | -1.8
Cc1nnc(SCC(=O)Nc2sccc2C#N)n1Cc1ccccc1 | -7.0 | -4.4 | 1.5 | -1.9 | 4.2 | -0.1 | 40.8 | -1.7 | 7.7
CC(C)(C)n1nnnc1C(c1cccc(C#N)c1)N1CCN2CCCC2C1 (stereo not given) | 28.7 | -14.8 | 2.0 | -0.7 | -2.3 | 0.0 | 3.3 | 6.5 | -6.2
Cc1ccccc1NC(=O)c1c(F)c(F)c(F)c(F)c1F | 4.0 | -1.6 | -1.3 | -4.4 | 5.9 | -0.1 | -3.3 | 1.4 | 1.7
COc1ccc2c(c1)C(=O)CC(c1ccc3c(c1)OCCO3)O2 (stereo not given) | 29.5 | 1.6 | 0.0 | -1.0 | -14.6 | 0.7 | -1.4 | -3.1 | 1.8
CCOc1ccccc1NC(=O)c1cc(-c2cc(OC)c(OC)c(OC)c2)nc2ccccc12 | 6.0 | 0.7 | 1.2 | 2.0 | 8.7 | -0.3 | 13.3 | 2.5 | 1.1
Clc1cccc(CSc2nnc(-c3c[nH]c4ccccc34)o2)c1 | 4.8 | -3.8 | 4.2 | 0.7 | -17.1 | -0.1 | -1.9 | 3.0 | 0.9
COC(=O)C1=C(C)N(CCCC(=O)O)C(=O)NC1c1ccc(OC)cc1 (stereo not given) | 2.0 | 5.3 | -0.8 | -10.9 | 8.3 | 0.0 | 3.4 | -3.1 | 1.7
COc1ccc(S(=O)(=O)N(C)CC(=O)NCCCN2CCOCC2)cc1Cl | 0.6 | -5.0 | -0.5 | 1.9 | -4.2 | 0.1 | -11.2 | -4.6 | 1.0
CCOc1ccc(N(CC(=O)NCCSc2ccccn2)S(=O)(=O)c2ccc(Cl)cc2)cc1 | 3.4 | -15.9 | 4.1 | -1.9 | 3.7 | -0.1 | -2.9 | -0.1 | -4.9
O=C(CSc1n[nH]c(=O)n1C1CC1)N1N=C(c2ccc(Cl)cc2)CC1c1ccco1 (stereo not given) | 9.2 | 1.0 | 2.1 | -0.9 | -0.1 | 0.1 | 8.9 | -3.1 | -0.9
CCN(C(=O)CSc1nc(N)cc(N)n1)C1CCS(=O)(=O)C1 (stereo not given) | 0.4 | -5.7 | -0.7 | -5.8 | 3.4 | 0.0 | -1.1 | -0.9 | -4.9
COc1ccc(C(C(=O)NC2CCCCC2)N(C(=O)CCl)c2ccc(OC)cc2)cc1 (stereo not given) | -5.2 | 8.4 | -2.3 | 1.1 | -4.3 | 0.0 | 8.3 | 0.8 | 0.9
O=c1cc2[nH]c3ccccc3c(=O)n2nc1-c1ccccc1 | -1.1 | 4.0 | -0.3 | -3.8 | 1.7 | -0.1 | 0.4 | 3.1 | -9.3
S=c1[nH]ccn1-c1cccc(Cl)c1Cl | 3.2 | -10.7 | 1.6 | 0.2 | 10.2 | -0.1 | 3.5 | -1.3 | -1.0
CCC(=O)N1CCN(c2ccccc2NC(=S)NC(=O)c2ccco2)CC1 | 7.4 | -11.7 | 3.4 | -1.5 | -7.5 | -0.1 | 4.0 | 1.9 | 1.5
COc1cc(NS(=O)(=O)c2ccc(NC(=S)NC(=O)c3ccccc3)cc2)nc(OC)n1 | -8.0 | -10.9 | 1.6 | 2.7 | -10.0 | 0.0 | -6.9 | 0.6 | -3.6
CC(=O)N1N=C(c2ccccc2)OC1c1cccnc1 (stereo not given) | -5.0 | 0.4 | 2.5 | -3.5 | -3.1 | 0.1 | -1.6 | -1.8 | 1.0
Cc1ccc(S(=O)(=O)Nc2cc(-c3ccccc3)nn2C)cc1Cl | -2.3 | 9.3 | 1.0 | 2.1 | -3.6 | 0.0 | 0.1 | -3.3 | 1.7
Cc1c(-c2cccs2)[n+](=O)c2c(n1[O-])CCCC2 | -9.1 | 10.8 | 0.8 | 2.3 | 10.2 | 0.0 | -0.6 | 0.7 | -2.4
CCOC(=O)N1CCN(C(=O)Cn2nc(C)c3sc4ccccc4c3c2=O)CC1 | 11.7 | -1.1 | 1.2 | 1.2 | 2.1 | 0.1 | -3.3 | 3.9 | -2.4
CC1Sc2ccc(S(=O)(=O)CCC(=O)N3CCCCC3)cc2NC1=O (stereo not given) | -1.2 | 7.9 | -0.5 | -2.6 | 15.9 | -0.1 | 2.5 | 1.6 | 1.4
CCc1ccc(-n2c(C)cc(/C=N/NC(=O)OC)c2C)cc1 | 3.1 | -2.4 | -0.1 | -2.3 | -3.4 | 0.2 | 5.7 | -2.5 | 3.1
Cn1nnc2cc(NC(=O)N3CC4(C)CC3CC(C)(C)C4)ccc21 (stereo not given) | 6.0 | -10.7 | -1.2 | -4.4 | 5.9 | 0.1 | -0.8 | 2.3 | 0.1
COc1ccccc1C(c1nnnn1CC1CCCO1)N1CCC(C(N)=O)CC1 (stereo not given) | -2.1 | -12.9 | -0.4 | -7.9 | -10.8 | -0.1 | 0.1 | -3.5 | -6.0
CCC(=O)NCCSc1c[nH]c2ccccc12 | 10.1 | 8.0 | 1.9 | -1.1 | -4.0 | 0.1 | -4.4 | 1.4 | 0.2
COC(=O)c1cnn(C(=O)c2ccccc2Br)c1N | 20.0 | 2.0 | 4.5 | -5.0 | -11.5 | 0.8 | 3.9 | -7.0 | 0.6

Source: PubChem BioAssay (several laboratories)
